Screens deposited in PubChem BioAssay by several laboratories.
GRK2 inh = compounds blocking aptamer binding on GRK2 – biochemical, human GRK2, bead flow cytometry, HTS, primary screen | FAM-aptamer displacement from GRK2 | Beta-adrenergic receptor kinase 1 (Homo sapiens), P25098 | inhibition of aptamer binding, % at 10 µM | 0.59% of 330,000 active;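 active = inhibition of aptamer binding above 40%, roughly 3 SD of noise, on plates passing a quality check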;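 note: median bead fluorescence of bound FAM aptamer so fluorescent compounds give negative values; no value below 0 was filed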
MEP2-GFP yeast = modulators of MEP2-GFP levels in yeast, primary screen, S. cerevisiae, multiplex flow cytometry, MLPCN library. GFP response vs DMSO, % at 10 µM. 0.51% of 330,000 active. S. cerevisiae MEP2-GFP strain, 3 h; 100% = DMSO control level. AID 2016, 2009;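 active = GFP response versus DMSO above a set limit, roughly screen mean plus 3 SD, cut at about 180% in these data; inconclusive = fewer than 70 cells counted for a yeast strain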;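 note: median GFP fluorescence of the barcode-gated MEP2-GFP cells per well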
RPL19A TOR yeast = RPL19A-GFP expression modulators in yeast, primary screen, cell-based, S. cerevisiae, multiplex flow cytometry, MLPCN; S. cerevisiae RPL19A-GFP strain, 3 h; stronger effect = lower value; percent response vs DMSO, % at 10 µM; 0.3% of 330,000 active;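 active = percent response vs DMSO below 50%; inconclusive = fewer than 70 events counted for the yeast strain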;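 note: median channel GFP fluorescence of the barcoded RPL19A-GFP strain; ratio of sample median GFP to plate DMSO average so 100% = DMSO; lower means less RPL19A-GFP as with rapamycin TOR inhibition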
VLA-4 inh = inhibition in human VLA-4 binding assay, primary screen, VLA-4 allosteric modulator project, MLPCN library, flow cytometry, VLA-4 expressing cells. Integrin alpha-4 (Homo sapiens), P13612. ligand binding flow cytometry. inhibition, % (about 7 µM as worked out from the volumes in the protocol). 0.2% of 330,000 active; in the data active = inhibition above about 50%
Target sequence (P13612 whole entry, looked up): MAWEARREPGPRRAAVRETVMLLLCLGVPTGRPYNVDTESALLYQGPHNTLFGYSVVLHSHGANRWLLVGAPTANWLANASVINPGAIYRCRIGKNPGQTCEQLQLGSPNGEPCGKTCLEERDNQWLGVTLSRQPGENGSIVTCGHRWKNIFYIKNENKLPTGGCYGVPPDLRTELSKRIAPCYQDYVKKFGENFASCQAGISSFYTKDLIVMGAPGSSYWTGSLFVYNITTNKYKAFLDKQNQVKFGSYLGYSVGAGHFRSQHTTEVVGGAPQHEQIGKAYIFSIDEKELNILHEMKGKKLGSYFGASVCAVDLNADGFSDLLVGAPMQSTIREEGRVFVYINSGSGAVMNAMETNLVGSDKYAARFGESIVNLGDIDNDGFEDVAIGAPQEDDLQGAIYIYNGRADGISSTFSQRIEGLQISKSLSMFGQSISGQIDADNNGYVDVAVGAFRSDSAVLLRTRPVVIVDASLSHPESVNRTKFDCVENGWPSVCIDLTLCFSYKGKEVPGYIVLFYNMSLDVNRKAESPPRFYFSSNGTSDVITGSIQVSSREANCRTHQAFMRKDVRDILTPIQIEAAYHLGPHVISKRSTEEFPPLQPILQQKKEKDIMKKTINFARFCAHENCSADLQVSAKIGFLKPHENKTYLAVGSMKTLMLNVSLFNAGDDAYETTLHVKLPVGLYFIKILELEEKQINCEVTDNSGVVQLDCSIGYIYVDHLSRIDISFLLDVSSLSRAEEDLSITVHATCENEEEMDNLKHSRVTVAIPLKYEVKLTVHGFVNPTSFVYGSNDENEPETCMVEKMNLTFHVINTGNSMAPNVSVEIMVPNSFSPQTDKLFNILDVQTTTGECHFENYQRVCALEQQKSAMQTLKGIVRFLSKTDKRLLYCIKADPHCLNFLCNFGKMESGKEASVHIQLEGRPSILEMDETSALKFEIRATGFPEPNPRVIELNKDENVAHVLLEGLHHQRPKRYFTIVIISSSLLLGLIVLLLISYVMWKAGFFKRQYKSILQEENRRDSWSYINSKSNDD
LAP4 TOR yeast = modulators of LAP4-GFP expression in yeast, primary screen, S. cerevisiae, multiplex flow cytometry, MLPCN library; 3 h; median GFP as percent of DMSO wells; GFP response vs DMSO, % at 10 µM; 0.34% of 320,000 active;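 active = GFP response vs DMSO above a set limit, about the screen mean plus 3 SD, cut at about 150% in these data; inconclusive = under 70 cell events counted for the yeast strain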
JMJD2C inh = inhibitors of GASC-1 histone demethylase, primary screen, biochemical, fluorescence, DELFIA europium; Lysine-specific demethylase 4C (Homo sapiens), Q9H3R0; GST-JMJD2C(1-420) H3K9me3 demethylation; inhibition, % at 2.35 µM; 0.069% of 330,000 active; AID 2099, 2009;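 active = more than half of a compound's replicate wells show inhibition beyond 50%, single wells judged on their own value; inconclusive = some, but no more than half, of replicates pass 50% inhibition; inactive = no replicate passes 50% inhibition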;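 note: signal counts dimethyl H3K9 product captured on neutravidin plate; 0% = median of DMSO wells and 100% = 0.3 times that DMSO median; strong numbers were not always called active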
AGP1 TOR yeast = modulators of AGP1-GFP expression in yeast TOR pathway, primary screen, cell-based, multiplex flow cytometry, S. cerevisiae, MLPCN library; 3 h; GFP as percent of DMSO wells; GFP response vs DMSO, % at 10 µM; 0.02% of 320,000 active;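 active = GFP response relative to DMSO above a set limit, near screen average plus 3 SD, cut at about 150% in these data; inconclusive = fewer than 70 cells counted for the yeast strain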;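 note: median GFP channel fluorescence of the gated AGP1 strain per well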
CIT2 TOR yeast = modulators of CIT2-GFP expression in yeast, primary screen, S. cerevisiae, GFP fusion, multiplex flow cytometry, MLPCN library; S. cerevisiae CIT2-GFP strain, 3 h; 100 means same as DMSO wells; GFP response vs DMSO, % at 10 µM; 0.065% of 320,000 active; AID 2029, 2009;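 active = GFP response relative to DMSO above a set limit, near the screen mean plus 3 SD, cut at about 150% in these data; inconclusive = Fewer than 70 cells measured for a yeast strain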;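 note: ratio of well median GFP fluorescence to mean of DMSO wells on the plate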
Starred values were filed as active, the others as inactive; ? = inconclusive; nt = not tested or not shown; [ ] = dose if it differs, or a comment. Hits appear at their usual frequency, and some 1.7% of all compounds hit somewhere here.

SMILES | GRK2 inh | MEP2-GFP yeast | RPL19A TOR yeast | VLA-4 inh | LAP4 TOR yeast | JMJD2C inh | AGP1 TOR yeast | CIT2 TOR yeast
COc1ccc(S(=O)(=O)CCC(=O)N2CCN(c3ccc(F)cc3)CC2)cc1 | 1 | 106 | 107 | 24 | 101 | 114 | 102 | 102
COC(=O)C1=C(C(=O)OC)C2(OC1c1ccccc1C)C(=O)c1ccccc1C2=O (stereo unspecified) | 2 | 105 | 101 | 8 | 98 | -1 | 103 | 98
O=c1[nH]c(C2CCN(S(=O)(=O)c3ccccc3F)CC2)nc2c1nnn2Cc1ccc(OC(F)(F)F)cc1 | 1 | 107 | 103 | -9 | 92 | 14 | 102 | 111
Cc1sc2nc(CSc3ccccc3)nc(NCCN(C)C)c2c1C | 0 | 105 | 100 | 29 | 93 | 21 | 91 | 95
O=C(CN1C(=O)C2(OCCO2)c2cc(Br)ccc21)NO | 0 | 107 | 104 | 11 | nt | 7 | nt | nt
CN(C(=O)CC1C(=O)NCCN1Cc1ccccc1C(F)(F)F)C1CCOCC1 (stereo unspecified) | 0 | 100 | 92 | 15 | 103 | -3 | 106 | 94
CCOC(=O)C(NS(=O)(=O)c1ccc(Br)cc1)C(C)C (stereo unspecified) | 0 | 96 | 95 | -5 | 91 | ? | 95 | 97
COc1ccccc1C(=O)OCCNC(=O)Cn1cnc2c1c(=O)n(C)c(=O)n2C | 0 | 94 | 91 | 7 | 91 | 1 | 92 | 89
CCOC(=O)C(CC)(CCC(=O)O)c1csc(Nc2ccc(C)cc2)n1 (stereo unspecified) | 3 | 95 | 90 | 1 | 96 | 10 | nt | 97
CC/C(=N\O)c1ccc(O)c(OC)c1 | 2 | 97 | 96 | 10 | 102 | -2 | 104 | 96
O=C(Nc1cccc(C(F)(F)F)c1)C1(c2ccccc2)CC1 | 0 | 110 | 94 | 6 | 92 | 3 | 93 | 88
Cc1cc(C)nc(NS(=O)(=O)c2ccc(Br)s2)c1 | 2 | 106 | 98 | -30 | 106 | 2 | 102 | 94
COc1ccc(CNC(=O)Cc2cccs2)cc1OC | 0 | 100 | 94 | -18 | 81 | -2 | 88 | 96
CC(C)NC(=O)c1ccc(CN2CCc3ccccc3C2)cc1 | 1 | 107 | 105 | 1 | 100 | 1 | 103 | 108
O=C(C1CCN(c2nnnn2-c2ccccc2)CC1)N1CCN(c2ccccc2)CC1 | 0 | 94 | 97 | -6 | 104 | nt | 98 | 98
O=C(CCNS(=O)(=O)c1ccc(Br)s1)NC1CCCC1 | 3 | 100 | 100 | 10 | 90 | -5 | 95 | 105
Cc1ccc(N=C2NC(=O)/C(=C\c3ccc(C)s3)S2)cc1 | 1 | 100 | 101 | -29 | 106 | -4 | 107 | 104
CCOC(=O)C1=C(C)NC2=C(C(=O)CCC2)C1c1ccc(N(C)C)cc1 (stereo unspecified) | 3 | 100 | 98 | -9 | 94 | 0 | 99 | 97
CC1C(=O)N2CCCc3cc(NC(=O)COc4ccccc4)cc1c32 (stereo unspecified) | 0 | 103 | 101 | 9 | 101 | 65 | 109 | 105
O=C(CC1(O)C(=O)Nc2ccccc21)c1ccc2c(c1)OCO2 (stereo unspecified) | 0 | 104 | 104 | 4 | 105 | 9 | 109 | 112
CCCCn1c(N)c(N(CCOC)C(=O)CCS(=O)(=O)c2ccc(Cl)cc2)c(=O)[nH]c1=O | 0 | 98 | 92 | 1 | 87 | -7 | 95 | 89
Cc1nn(C)cc1C(C(=O)NC1CCCCC1)N(C(=O)Cn1nnc2ccccc21)c1ccc(F)cc1 (stereo unspecified) | 4 | 102 | 100 | 21 | 101 | 2 | 107 | 94
O=C(COc1ccc2c3c(c(=O)oc2c1)CCCC3)N1CCN(c2ccccc2)CC1 | 3 | 97 | 95 | 27 | 110 | 3 | 93 | 90
C=C(C)C(=O)Nc1cccc(C2=NOC3(C2)C[C@H](C(N)=O)N(C(=O)/C=C/C)C3)c1 (stereo partly specified) | 70* | 100 | 102 | 6 | 96 | 6 | 107 | 103
COc1ccc(CCNC(=O)C(=O)NCc2ccc(Cl)cc2)cc1OC | 2 | 106 | 102 | 19 | 98 | 7 | 97 | 94

Next part.
SMILES | GRK2 inh | MEP2-GFP yeast | RPL19A TOR yeast | VLA-4 inh | LAP4 TOR yeast | JMJD2C inh | AGP1 TOR yeast | CIT2 TOR yeast
COc1ccc2oc(C(=O)OCC(=O)N3CC(C)CC(C)C3)c(C)c2c1 (stereo unspecified) | 0 | 101 | 103 | 10 | 111 | 32 | 105 | 99
CC(=O)N1CCOc2ccc(S(=O)(=O)NCC3CCC(C(=O)Nc4ccc(C)cn4)CC3)cc21 (stereo unspecified) | 0 | 99 | 102 | 2 | 103 | 5 | 102 | 98
CC(=O)c1ccc(NS(=O)(=O)Cc2ccc(Cl)cc2)cc1 | 2 | 99 | 100 | -2 | 99 | 3 | 88 | 98
CC(NC(=O)c1cc(-c2ccccc2)on1)c1ccccc1 (stereo unspecified) | 0 | 97 | 95 | 3 | 105 | -4 | 95 | 92
Cc1c2c(nc3ccccc13)CC(C)(C)CC2=O | 0 | 100 | 100 | 11 | 103 | -15 | 100 | 90
COc1cc(-c2nnc(SCC3(c4ccccc4)OCCO3)o2)cc(OC)c1OC | 3 | 103 | 98 | -2 | 98 | 26 | 99 | 97
CCCCCOC(=O)C1=C(C)NC(=O)NC1c1ccc(OC)cc1 (stereo unspecified) | 3 | 102 | 104 | 19 | 91 | 5 | 107 | 105
O=C(Cn1nnc(-c2ccccc2F)n1)NCc1ccco1 | 7 | 97 | 94 | 23 | 88 | 6 | 92 | 92
CSc1ncccc1C(=O)N(C)CC(=O)Nc1cccc(F)c1 | 0 | 95 | 93 | -2 | 72 | -6 | 80 | 89
Cc1cc(C(=O)N/N=C2\CCCc3ccccc32)c(C)o1 | 0 | 101 | 106 | -11 | 92 | -5 | 100 | 102
Cc1ccc(C(=O)NCCCCNC(=O)c2ccc(C)o2)o1 | 3 | 96 | 96 | 0 | 94 | 50 | 97 | 103
S=C1NCCC12C(=S)Nc1ccccc12 (stereo unspecified) | 2 | 125 | 109 | 15 | 114 | 2 | 116 | 111
CC1CCCCN1c1nc2nonc2nc1N1CCCCC1C (stereo unspecified) | 0 | 100 | 101 | 0 | 100 | -4 | 102 | 92
O=C1c2ccccc2C(=O)N1CCc1nc(-c2cccnc2)no1 | 3 | 98 | 93 | -8 | 93 | 0 | 93 | 99
O=C(NCc1ccco1)/C(=C\c1ccco1)NC(=O)c1cccs1 | 7 | 96 | 97 | -2 | 96 | -23 | 100 | 102
CC(C)Cn1cc(C(=O)NCC2CCCO2)c2c3ccccc3n(C)c2c1=O (stereo unspecified) | 0 | 131 | 101 | nt | 128 | -11 | 93 | 101
CSc1cc(C)c(OCC(=O)Nc2ccc(NC(C)=O)cc2)c(C)c1 | 0 | 104 | 99 | -7 | 94 | 13 | 99 | 102
CCn1cc([N+](=O)[O-])c(C(=O)Nc2nc(-c3ccc(C)cc3)c(C)s2)n1 | 1 | 119[may fluoresce violet] | 69[may fluoresce violet] | 13 | 91[may fluoresce violet] | 14 | 26[may fluoresce violet] | ?
Cc1ccc(C(=O)Nc2ncc3c(n2)CC(c2ccco2)CC3=O)cc1 (stereo unspecified) | 0 | 105 | 98 | -8 | 112 | -14 | 101 | 93
CCc1cccc(CC)c1NC(=O)CO/N=C(\C)c1cccs1 | 0 | 103 | 98 | 26 | 103 | 9 | 97 | 90
CCn1c(=O)cc(NC2=NCC(C)CN2c2cccc(Cl)c2)n(C)c1=O (stereo unspecified) | 1 | 93 | 99 | 5 | 102 | -7 | 86 | nt
COc1cccc2c1Oc1cc([N+](=O)[O-])cc(N(C)C(C)=O)c1C=C2 | 0 | 101 | 99 | 10 | 100 | 2 | 102 | 99
CCN(CCn1cccn1)C(=O)CC1C(=O)NCCN1Cc1ccc(OC)c(OC)c1 (stereo unspecified) | 0 | 107 | 105 | 15 | 91 | -13 | 100 | 105
CCC(=O)N1CCN(c2ccc(NC(=O)c3cc4ccccc4o3)cc2Cl)CC1 | 1 | 92 | 94 | 4 | 117 | -6 | 90 | 89
COc1ccc(C2(CNC(=O)c3ccc(Br)o3)CCOCC2)cc1 | 0 | 104 | 101 | 6 | 103 | -3 | 101 | 95

The list goes on.
SMILES | GRK2 inh | MEP2-GFP yeast | RPL19A TOR yeast | VLA-4 inh | LAP4 TOR yeast | JMJD2C inh | AGP1 TOR yeast | CIT2 TOR yeast
Cc1oc2cc(O)cc(O)c2c(=O)c1-c1ccc2c(c1)OCCCO2 | 0 | 104 | 98 | 4 | 118 | -9 | 91 | 92
CCOC(=O)c1c(NC(=S)Nc2ccccc2)sc2c1CCN(CC)C2 | 2 | 97 | 89 | -28 | 91 | 0 | 90 | 101
Cn1cc(CNC(=O)c2sc3cccc(Cl)c3c2Cl)cn1 | 22 | 100 | 99 | 9 | 111 | 10 | 97 | 93
COc1nc(C#N)c(N2CCOCC2)o1 | 0 | 106 | 106 | -3 | 102 | 2 | 104 | 100
O=C(O)C1(c2ccccc2)CCN(S(=O)(=O)c2ccccc2)CC1 | 3 | 108 | 103 | -1 | 95 | 0 | 101 | 105
CN(C)C(=O)CSCc1c(Cl)cccc1Cl | 4 | 99 | 101 | 21 | 97 | 4 | 94 | 93
Cc1ccc(C(=O)Nc2nccc(-c3cccs3)n2)cc1 | 0 | 97 | 100 | 5 | 112 | -2 | 92 | 90
C/C(=N\Nc1ccc(Cl)cc1)c1c(O)cc(C)oc1=O | 0 | 100 | 100 | 12 | 93 | 13 | 107 | 122
CC(=O)Cc1cc(=O)c2c(C)cc(O)c(C3OC(CO)C(O)C(O)C3O)c2o1 (stereo unspecified) | 1 | 114 | 99 | 21 | 108 | 5 | 102 | 101
C/C(=N\NC(=O)C1(C)NC(C)(C)Cc2ccccc21)c1ccccc1 (stereo unspecified) | 1 | 97 | 89 | 0 | 88 | 24 | 93 | 88
CCC1CCCCN1C(=O)c1ccc(OC2CCN(Cc3ccccn3)CC2)cc1 (stereo unspecified) | 0 | 103 | 108 | 11 | 111 | 0 | 114 | 105
COCCCNC(=O)CC1C[C@H](C(=O)N2CCCCC2)[C@@]2(C)c3[nH]c4ccccc4c3CCN2C1=O (stereo partly specified) | 12 | 96 | 97 | -23 | 96 | 10 | 97 | 101
O=C(CCc1ccccc1)NC(=S)Nc1cccc(C(=O)O)c1 | 0 | 100 | 98 | -11 | 103 | -6 | 99 | 105

Grouped by structure: those above with a COOH group (3)
SMILES | GRK2 inh | MEP2-GFP yeast | RPL19A TOR yeast | VLA-4 inh | LAP4 TOR yeast | JMJD2C inh | AGP1 TOR yeast | CIT2 TOR yeast
CCOC(=O)C(CC)(CCC(=O)O)c1csc(Nc2ccc(C)cc2)n1 (stereo unspecified) | 3 | 95 | 90 | 1 | 96 | 10 | nt | 97
O=C(O)C1(c2ccccc2)CCN(S(=O)(=O)c2ccccc2)CC1 | 3 | 108 | 103 | -1 | 95 | 0 | 101 | 105
O=C(CCc1ccccc1)NC(=S)Nc1cccc(C(=O)O)c1 | 0 | 100 | 98 | -11 | 103 | -6 | 99 | 105
